High-throughput results from PubChem BioAssay.
Pf growth 48h: P. falciparum growth inhibition at 48 hours (one generation); P. falciparum luciferase growth in erythrocytes, 48 h; Potency, µM (doses to about 28.7 µM), without a hit: top-dose activity change, negative = inhibition, hits mostly inhibitors; hit rate 5.9% among 310,000; AID 504832
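Growth was read as firefly luciferase luminescence after a 48 h, 37 C, 5% CO2 exposure of compounds to reporter-bearing P. falciparum cultures (0.1% parasitemia, 2% hematocrit final) in Albumax-supplemented RPMI 1640.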
Tb PYK inh: inhibitors of Trypanosoma brucei pyruvate kinase; hit rate 0.12% among 410,000; Q57TT1; TbPYK enzyme, Kinase-Glo Plus ATP luminescence, 45 min; Potency, µM (highest dose often 76.8 µM), without a hit: top-dose activity, negative = inhibition, usual class: inhibitors; AID 624173; also: nearly all actives have a fitted effect of over 50% in size
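Readout: single end-point luminescence (Kinase-Glo Plus, 10 min). Reaction conditions were TbPYK/substrate plus 130 uM ADP, 45 min at RT, pH 7.2 TEA buffer. No-enzyme wells served as controls, and data were normalized before concentration-response fitting.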
Pf growth 96h: P. falciparum growth inhibition at 96 hour, primary screen for plastid delayed-death inhibitors; Potency, µM (top dose mostly 28.7 µM), inactives show at the top dose activity change, negative = inhibition, most hits filed as inhibitors; P. falciparum luciferase reporter growth, 96 h; hit rate 6.9% among 320,000; AID 504834
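P. falciparum expressing integrated firefly luciferase, in erythrocytes at 2% hematocrit, 0.05% parasitemia, incubated with compounds 96 h at 37 C, 5% CO2. Growth inhibition read as loss of luminescence; two-generation exposure targets delayed-death apicoplast inhibitors.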
Sm TGR inh: blocks Schistosoma mansoni thioredoxin glutathione reductase. Potency, µM (doses to about 114 µM), for inactives: at the top dose activity change, negative = inhibition, hits mostly inhibitors. hit rate 3% among 360,000. purified TGR, DTNB reduction, TNB absorbance 405 nm. Q962Y6; also: nearly all actives have a fitted effect of over 60% in size
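Kinetic colorimetric format: TGR-catalysed, NADPH-driven DTNB reduction monitored via TNB absorbance. Enzyme dispensed at 20 nM; compound exposure 15 min at room temperature before reaction start.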
HCV inh: inhibitors of hepatitis C virus infection; Huh7.5.1 HCVcc-Cre infection, luciferase reporter, 44 h; Potency, µM (top dose mostly 41.8 µM), without a hit: at the top dose activity change, negative = inhibition, hits mostly inhibitors; hit rate 3.4% among 340,000; AID 651820
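Whole-lifecycle infectious HCVcc-Cre system; cells 1,000/well, compound then virus (~0.5 moi) added 4 h after plating, 44 h culture. Luciferase read 15 sec following 15 min substrate incubation, room temp.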
LmPK inhibitor: LmPK (Leishmania mexicana) enzyme inhibition; Potency, µM (top dose mostly 57.5 µM), for inactives: at the top dose activity change, negative = inhibition, hits mostly inhibitors; hit rate 0.37% among 290,000; purified LmPK, Kinase-Glo ATP luminescence, 1 h; Q27686
Target sequence (Q27686 whole entry, looked up): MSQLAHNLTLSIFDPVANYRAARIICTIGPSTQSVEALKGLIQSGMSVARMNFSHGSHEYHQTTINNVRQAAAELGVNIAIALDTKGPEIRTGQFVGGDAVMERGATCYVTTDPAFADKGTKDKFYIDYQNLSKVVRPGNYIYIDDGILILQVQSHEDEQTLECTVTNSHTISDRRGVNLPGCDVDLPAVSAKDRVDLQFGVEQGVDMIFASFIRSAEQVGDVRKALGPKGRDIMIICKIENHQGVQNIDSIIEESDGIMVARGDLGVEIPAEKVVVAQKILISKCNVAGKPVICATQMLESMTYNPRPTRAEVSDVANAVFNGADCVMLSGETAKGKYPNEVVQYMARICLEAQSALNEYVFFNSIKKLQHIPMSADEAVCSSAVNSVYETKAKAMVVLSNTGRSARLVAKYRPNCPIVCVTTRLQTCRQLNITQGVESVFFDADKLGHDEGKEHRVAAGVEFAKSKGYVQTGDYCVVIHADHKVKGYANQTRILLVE
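Purified LmPK (0.1 nM) converted ADP (0.1 mM) to ATP with PEP (0.5 mM) in imidazole buffer pH 7.2 with KCl and MgCl2, 1 h at room temperature. ATP was read by Kinase-Glo luminescence; data normalized to uninhibited and no-enzyme controls.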
The depositor's hits bear a star; ? = inconclusive; · = no result given; [ ] = another dose, or the depositor's remark. Calls follow the shape of the dose curve; as a rule, active = well fitted curve in the direction sought with a large enough effect; inconclusive = small, poorly fitted or top-dose-only effect, or another doubt; inactive = no such curve, though single readings can be large; an effect the other way counts as inactive or inconclusive. % is scaled to controls: 0 for no effect and ±100 for the full control effect; potency is read from the fitted curve at half-maximal effect.

Start of the data: the first twelve records, to show the layout:
Structure | Pf growth 48h | Tb PYK inh | Pf growth 96h | Sm TGR inh | HCV inh | LmPK inhibitor
CC(=O)c1c(C)[nH]c(C(=O)Nc2ccc(Cl)cc2F)c1C | 63%[activator] | 0% | 20% | 6% | -20% | 1%
Cc1nn(C(=O)CNS(=O)(=O)c2ccccc2)c(C)c1Sc1ccc(Cl)cc1 | 1% | 2% | 18% | 2% | 2% | 2%
CCC(CO)Nc1ccc(-c2n[nH]c(=O)c3ccccc23)cc1[N+](=O)[O-] (stereo unspecified) | ? | 2% | ? | -20% | -28% | 10%
Cc1ccc(C(=O)NNc2ncnc3ccccc23)cc1 | 52%[activator] | 2% | -13% | 3% | 10% | -1%
Cn1c(=O)c2c(SCC(=O)NCC3CCCO3)nc(CC(C)(C)C)nc2n(C)c1=O (stereo unspecified) | ? | -6% | ? | -4% | ? | 8%
O=C(COc1ccc(Br)cc1)N/N=C1\SCC(=O)N1c1ccc(F)cc1 | 20% | -12% | -30% | -29% | 17% | 0%
CC(C)(C)OC(=O)NCCCCCNC(=O)c1nc[nH]c1C(=O)N1CCN(C(=O)OC(C)(C)C)CC1 | ? | -3% | ? | -3% | 17% | ·
CCN1C(=O)C2(/C(=C(\O)c3ccc4c(c3)OCCO4)C(=O)C(=O)N2CCCOC)c2ccccc21 (stereo unspecified) | ? | 6% | 0% | 1% | 26% | -1%
COc1cccc(-c2nn(-c3ccccc3)cc2C(=O)n2nnc3ccccc32)c1 | · | -7% | 12% | 4% | ? | 1%
O=C(N/N=C/c1ccccn1)C(=O)N1CCCCCC1 | 16% | 0% | -7% | 16% | 10% | -5%
C=C(C)Cn1c(-c2cccc([N+](=O)[O-])c2)n[nH]c1=S | 10% | ? | 7% | -15% | 5% | ?
O=C(c1ccc(Cl)cc1)[C@@H]1[C@@H]2C(=O)N(c3ccc(Cl)cc3)C(=O)[C@@H]2C2c3ccccc3C=NN21 (stereo partly specified) | 7% | -1% | -11% | 1% | -2% | 0%

The list itself, previewed entries included:
Structure | Pf growth 48h | Tb PYK inh | Pf growth 96h | Sm TGR inh | HCV inh | LmPK inhibitor
CC(=O)c1c(C)[nH]c(C(=O)Nc2ccc(Cl)cc2F)c1C | 63%[activator] | 0% | 20% | 6% | -20% | 1%
Cc1nn(C(=O)CNS(=O)(=O)c2ccccc2)c(C)c1Sc1ccc(Cl)cc1 | 1% | 2% | 18% | 2% | 2% | 2%
CCC(CO)Nc1ccc(-c2n[nH]c(=O)c3ccccc23)cc1[N+](=O)[O-] (stereo unspecified) | ? | 2% | ? | -20% | -28% | 10%
Cc1ccc(C(=O)NNc2ncnc3ccccc23)cc1 | 52%[activator] | 2% | -13% | 3% | 10% | -1%
Cn1c(=O)c2c(SCC(=O)NCC3CCCO3)nc(CC(C)(C)C)nc2n(C)c1=O (stereo unspecified) | ? | -6% | ? | -4% | ? | 8%
O=C(COc1ccc(Br)cc1)N/N=C1\SCC(=O)N1c1ccc(F)cc1 | 20% | -12% | -30% | -29% | 17% | 0%
CC(C)(C)OC(=O)NCCCCCNC(=O)c1nc[nH]c1C(=O)N1CCN(C(=O)OC(C)(C)C)CC1 | ? | -3% | ? | -3% | 17% | ·
CCN1C(=O)C2(/C(=C(\O)c3ccc4c(c3)OCCO4)C(=O)C(=O)N2CCCOC)c2ccccc21 (stereo unspecified) | ? | 6% | 0% | 1% | 26% | -1%
COc1cccc(-c2nn(-c3ccccc3)cc2C(=O)n2nnc3ccccc32)c1 | · | -7% | 12% | 4% | ? | 1%
O=C(N/N=C/c1ccccn1)C(=O)N1CCCCCC1 | 16% | 0% | -7% | 16% | 10% | -5%
C=C(C)Cn1c(-c2cccc([N+](=O)[O-])c2)n[nH]c1=S | 10% | ? | 7% | -15% | 5% | ?
O=C(c1ccc(Cl)cc1)[C@@H]1[C@@H]2C(=O)N(c3ccc(Cl)cc3)C(=O)[C@@H]2C2c3ccccc3C=NN21 (stereo partly specified) | 7% | -1% | -11% | 1% | -2% | 0%
CCN(CC)c1ccc(/C=N/NC(=O)c2ccoc2C)cc1 | 210%[activator] | ? | 453%[activator] | 30% | -28% | 14µM*
COc1cc(OC)cc(-c2c(-c3ccc(F)cc3)c3cc(-c4ccc5[nH]ccc5c4)ccc3n2C)c1 | 5.2µM* | 1% | 1.7µM* | -3% | 3.2µM* | ·
CCOC(=O)C(NC(=O)c1ccccc1)(Nc1cccc(C)n1)C(F)(F)F (stereo unspecified) | -13% | 5% | 7% | -2% | -8% | 0%
c1ccc(-c2nc(N3CCNCC3)nc3ccccc23)cc1 | · | -3% | -2% | 0% | 14% | 6%
CN(c1ccccc1)S(=O)(=O)c1ccc(NC(=O)COc2ccccc2)cc1 | 29% | 5% | 1% | 11% | ? | 1%
CCOc1ccc(Oc2ccc(Cl)cc2NC(=O)CCNC(C)=O)cc1 | -18% | 0% | ? | 1% | -12% | 3%
COc1cccc(CCNCc2c(F)cccc2F)c1 | 12% | 3% | -29% | ? | -8% | 1%
CCOc1cc(C(=O)Nc2cc(C)ccn2)cc(OCC)c1OCC | 51%[activator] | 2% | ? | -9% | ? | 4%
O=C(/C=C/c1ccc2c(c1)OCO2)NC1CCCC1 | -8% | 0% | 50%[activator] | -11% | 3% | 1%
COc1cc(C(=O)N2CCC(c3nc(-c4cccnc4)no3)CC2)cc(OC)c1OC | -11% | 0% | · | -8% | 24% | 2%
O=[N+]([O-])c1cccc(/C=N/Nc2nc(NCc3ccccc3)nc(N3CCOCC3)n2)c1 | ? | -1% | ? | -14% | 7% | 1%
COc1cc(CNCCc2c[nH]c3ccccc23)cc(Cl)c1OCC(N)=O | ? | -13% | -13% | -33% | ? | 8%
O=[N+]([O-])c1ccc(C2C3C(c4ccccc4)=NC4(CCCCC4)N32)cc1 (stereo unspecified) | ? | ? | 33%[activator] | 14% | -20% | 3%
CCCCNC(=O)c1onc(CSc2ccc(Cl)cc2)c1C(=O)O | 6% | -2% | 54%[activator] | 4% | 13% | 0%
Cc1c(O)ccc(C(=O)COc2ccc(F)cc2)c1O | -62% | -7% | ? | 4% | 9% | 0%
CC(=O)Nc1nc2cccc([N+](=O)[O-])c2s1 | 22% | -1% | 41%[activator] | · | -19% | 1%
Cn1c(SCC(=O)Nc2ccc3cn[nH]c3c2)nnc1-c1cnccn1 | 8% | 0% | 27% | 0% | -14% | -3%
COc1ccc(-c2cc(CCCC(=O)NCCc3ccccc3)no2)cc1 | 19% | -2% | -4% | 8% | -18% | 0%
Cc1ccccc1NC(=O)CCSc1nnnn1-c1ccccc1 | ? | 9% | 2% | -6% | -3% | 6%
O=C(NCCN1CCN(C(=O)C(c2ccccc2)c2ccccc2)CC1)C(=O)Nc1ccccc1 | ? | -1% | ? | -24% | 22% | 4%
CCc1[nH]nc2c1C(C1C=CCCC1)C(C#N)=C(N)O2 (stereo unspecified) | ? | 5% | 48%[activator] | · | -23% | 2%
Cc1[nH]n(-c2ccccc2)c(=O)c1/C=N/NC(=O)c1ccoc1C | -72% | 30% | ? | -1% | ? | -4%
Cc1ccc(C(=O)OCC(=O)N(CC(C)C)c2c(N)n(Cc3ccccc3)c(=O)[nH]c2=O)cc1[N+](=O)[O-] | -3% | -4% | -16% | 3% | 5% | ·
COc1ccc(C(=O)NC(=S)N2CC(C)OC(C)C2)cc1OC (stereo unspecified) | -20% | ? | 5.2µM* | -8% | 16% | 3%
COc1ccc(S(=O)(=O)N(C)C)cc1NC(=O)COC(=O)c1nn(C)c(=O)c2ccccc12 | ? | -13% | -2% | 1% | 14% | 4%
CCc1cc2c(=O)oc(-c3ccc(Br)cc3)nc2s1 | -1% | 2% | ? | 2% | 3% | -2%
COC(OC)c1nc(SCC(=O)Nc2cccc(Cl)c2)ncc1C(=O)O | ? | 3% | -6% | 7% | 13% | 1%
CCOC(=O)c1ccc(NC(=O)C2CC(=O)Nc3nc4ccccc4n32)cc1 (stereo unspecified) | 7% | -26% | 15% | -14% | 0% | -3%
CCOC(=O)C1=C(C)Nc2ncnn2C1c1ccccc1F (stereo unspecified) | -7% | -8% | ? | 22% | -2% | -2%
Nc1nc(C2CCCN2S(=O)(=O)c2ccc(Cl)cc2)cs1 (stereo unspecified) | 4% | -10% | ? | 5% | -6% | -4%
COCCNC(=S)N(CCc1c(C)[nH]c2ccccc12)Cc1cccnc1 | ? | -5% | ? | 3% | 13% | 1%
O=C(c1ccc2c3c(cccc13)CC2)C1CCCN(Cc2ccncc2)C1 (stereo unspecified) | 0% | -5% | ? | -19% | ? | -3%
CCCc1nnc(NC(=O)CC(=O)OCC)s1 | 3% | -1% | 9% | -2% | 1% | 3%
S=c1[nH]nc(Cc2ccccc2)n1-c1ccc(Cl)cc1 | 8% | 2.8µM* | 23% | 5% | 6% | -16%
CCOC(=O)C1(Cc2ccccc2Cl)CCN(C(=O)CN2CCOC2=O)CC1 | 0% | 0% | 39%[activator] | -24% | 10% | 3%
CC(NC(=O)CCSc1nc(-c2ccc3c(c2)OCO3)cc(C(F)(F)F)n1)c1ccccc1 (stereo unspecified) | ? | 4% | ? | 9% | ? | 1%
Cc1nn2c(NCCN(C)C)c3c(nc2c1-c1ccccc1)CCCC3 | ? | -3% | 2.1µM* | -1% | 7.1µM* | 3%
COc1ccc(C(=O)COc2ccccc2N2C(=O)C3C4C=CC(C4)C3C2=O)cc1 (stereo unspecified) | · | -5% | -2% | -16% | -7% | -2%
COc1ccc(OC)c(NC(=O)CSc2nc(=O)n(CCN3CCOCC3)c3c2CCC3)c1 | ? | -9% | 9% | -2% | -11% | ·
Cc1cc(C)n(S(=O)(=O)c2ccc(C(C)(C)C)cc2)n1 | ? | 1% | · | 3% | -11% | 8%
CC(NC(=O)c1cc2cc([N+](=O)[O-])ccc2oc1=O)C1CCCO1 (stereo unspecified) | -3% | -5% | 43%[activator] | 2% | 31%[activator] | 0%
Cc1cc([N+](=O)[O-])ccc1NC(=S)NC(=O)Cc1ccccc1 | · | 2% | -16% | ? | 20% | -4%
COc1cccc2cc(C(=O)NC(C)C3CCCO3)c(=O)oc12 (stereo unspecified) | 68%[activator] | -15% | · | 3% | 13% | 3%
O=C1CCCN1CCCNC(=S)Nc1cccc2ccccc12 | 14% | -11% | -3% | ? | 0% | -4%
CCOCCc1nn2c(=O)cc(CSCC(=O)Nc3ccc(OC)cc3)nc2s1 | -3% | 0% | 1% | 4% | 6% | 2%
CCCc1cc(=O)[nH]c(SCc2ccc(Cl)cc2)n1 | · | -6% | ? | 0% | 8% | -4%
COC(=O)Cc1c(O)ccn(CCc2ccccc2)c1=O | 4% | -4% | 9% | · | 23% | 1%
Cn1c(CCC(=O)Nc2ccc(F)cc2)nc2cc(S(=O)(=O)N3CCOCC3)ccc21 | -25% | -3% | ? | 1% | -3% | ·
CC(C)(C)n1nnnc1C(c1ccc(F)cc1)N(Cc1ccc(F)cc1)Cc1ccco1 (stereo unspecified) | ? | -4% | -16% | -29% | ? | 1%
